Source: PubChem BioAssay
ER stress death: protection against thapsigargin ER stress killing – CSM14.1 cells, ATP luminescence, primary screen | relative survival (cellular ATP), % at 15 µg/mL (by protocol) | actives 0.33% (n = 48,000) | CSM14.1 thapsigargin ER stress survival | AID 1010, 2008;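 active = survival measured by cellular ATP above 50% at 15 µg/ml in the first screen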;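 also: cell death triggered by about 15 µM thapsigargin; ATP read 24 h after thapsigargin was added; plate controls were thapsigargin with DMSO for no effect and DMSO without thapsigargin for full effect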
An asterisk follows results filed as active. Not all compounds are listed; count on the stated rates, not on these rows.

Molecule	ER stress death
CCN(CC)c1ccc(C=C(C(C)=O)C(C)=O)c(OC(C)=O)c1	-3
COc1ccc(/C=C/C(=O)O)cc1S(=O)(=O)NCCO	6
CCc1ccc(-c2cc(C(=O)N3CCN(c4ccc(F)cc4)CC3)c3ccccc3n2)cc1	-4
Cn1c(/C=C/c2ccc3c(c2)OCO3)nc2ccccc2c1=O	-4
O=C(N/N=C/c1cccc([N+](=O)[O-])c1)C(=O)N1CCCCCC1	8
CC1(C)NN(c2ccccc2)C(=S)N1CN1CCOCC1	-3
Cn1c(/C=C/c2ccc([N+](=O)[O-])cc2)nc2ccccc2c1=O	8
Cc1sc2nc(SCC(=O)N3CCN(CCO)CC3)[nH]c(=O)c2c1C	2
NC(=O)c1ccc(NC(=O)c2cc(-c3ccc(Cl)c(Cl)c3)nc3ccccc23)cc1	10
CCCOc1ccc(C(=O)Nc2ncc(Cc3cccc(Cl)c3)s2)cc1	-5
O=C(/C=C/c1ccc2c(c1)OCO2)Nc1ncccn1	-3
Cc1ccc(C(=O)c2ccc([N+](=O)[O-])cc2)c(C)c1	0
CCCN1CCC(=NNC(=O)c2ccc(Br)o2)CC1	2
COc1cccc(/C=C/C(=O)c2ccc(Cl)cc2)c1	0
O=C(Cc1ccc(Cl)cc1)Nc1cc(Cl)c(Cl)cc1Cl	11
CCOc1cccc(C(=O)Nc2nc(-c3ccc(F)cc3F)cs2)c1	-6
COc1ccc(CCNC(=O)COc2ccccc2Cl)cc1	-2
CCOC(=O)C1=CN(c2ccc(C)c(C)c2)C=C(C(=O)OCC)C1c1ccsc1	20
CCOC(=O)c1c(N)sc(C)c1-c1ccc(Cl)cc1	-3
O=C(O)/C=C/c1ccc(S(=O)(=O)N2CCN(CCN3C(=O)C4C5C=CC(C5)C4C3=O)CC2)cc1 (stereo not drawn)	1
CC1CCCN(C(=S)SCC(=O)c2cc(Br)cc(Br)c2O)C1 (stereo not drawn)	1
CC(=O)Oc1c(-c2ccc(Cl)cc2)c2nc3ccccc3nc2c2ccccc12	6
Cc1ccc2c(c1)NC(c1ccc(Cl)cc1)C1=C(CC(C)(C)CC1=O)N2 (stereo not drawn)	8
COc1ccc(C)cc1NC(=O)COc1cccc2ccccc12	1
COc1cc(OC)cc(C(=O)N2CCN(Cc3ccccc3[N+](=O)[O-])CC2)c1	13

Brought forward from above: 7 compounds; new compounds follow.
Molecule	ER stress death
CCOC(=O)c1c(N)sc(C)c1-c1ccc(Cl)cc1	-3
O=C(O)/C=C/c1ccc(S(=O)(=O)N2CCN(CCN3C(=O)C4C5C=CC(C5)C4C3=O)CC2)cc1 (stereo not drawn)	1
CC1CCCN(C(=S)SCC(=O)c2cc(Br)cc(Br)c2O)C1 (stereo not drawn)	1
CC(=O)Oc1c(-c2ccc(Cl)cc2)c2nc3ccccc3nc2c2ccccc12	6
Cc1ccc2c(c1)NC(c1ccc(Cl)cc1)C1=C(CC(C)(C)CC1=O)N2 (stereo not drawn)	8
COc1ccc(C)cc1NC(=O)COc1cccc2ccccc12	1
COc1cc(OC)cc(C(=O)N2CCN(Cc3ccccc3[N+](=O)[O-])CC2)c1	13
C=CCN1C(=O)/C(=C/c2c(C)cc(C)cc2C)SC1=S	6
O=c1c2c3c(sc2nc(SCc2ccccc2Cl)n1-c1ccccc1)CCC3	-3
CC(NC(=O)C(=O)NCCN1CCN(C(=O)c2ccc(Cl)cc2Cl)CC1)c1ccccc1 (stereo not drawn)	2
COc1ccc(OC)c(S(=O)(=O)N2CCC(C)CC2)c1	3
O=C1NC(=S)S/C1=C/c1ccc(-c2ccccc2)o1	7
Cc1sc(NC(=O)/C=C/c2cccc(Cl)c2)nc1-c1ccccc1	6
CC(Sc1nnc(-c2cccnc2)o1)C(=O)c1ccccc1 (stereo not drawn)	12
CCCc1ccc(-c2nc(Cc3c(F)cccc3Cl)no2)cc1	-18
CC1C(c2ccc(Cl)cc2)NC(c2ccc(Cl)cc2)C(C)C1(C)O (stereo not drawn)	-3
CC(C)(C)c1ccc(OCC(=O)NNC(=O)C(=O)N2CCCC2)cc1	8
O=C(NCc1ccco1)c1ccc(C#Cc2ccccc2)cc1	1
CCC(=O)Nc1cc(OC)ccc1OC	0
CCOc1ccc2c(c1)NC(C)(C)c1ssc(=Nc3ccccc3O)c1-2	2
CC1CCN(C(=O)c2ccccc2Cl)CC1	2
O=C(Nc1ccc(Oc2ccc(NC(=O)C(F)(F)F)cc2)cc1)C(F)(F)F	-5
O=C1CCCN1Cc1ncnn1-c1ccccc1	2
Cc1cccc(OCC(=O)Nc2ccc(Cl)cc2Cl)c1	2
COc1ccc(Br)cc1C(=O)Nc1cc2nn(-c3ccc(C)cc3)nc2cc1C	4
C/C(=N/NC(=O)c1ccccc1[N+](=O)[O-])c1ccc(N2C(=O)C3CCCCC3C2=O)cc1 (stereo not drawn)	-4
Cc1cccc(OCC(=O)N2CCN(c3ccccn3)CC2)c1	-2
CCN(CC)c1ccc(C(=O)Nc2cccc(C)c2C)cc1	5
CC(=O)Oc1ccc(C(=O)Nc2cccc(C(=O)NCC(C)C)c2)cc1	9
Cc1ccc(C)c(C(C)(C)CC(=O)O)c1	4
O=C(CSc1nc(-c2ccccc2)c(-c2ccccc2)o1)Nc1ccccc1	11
COc1ccc(OCC(=O)Nc2cc(C)ccc2OC)cc1	8

A draw from above in order of SMILES length, falling.
Molecule	ER stress death
O=c1c2c3c(sc2nc(SCc2ccccc2Cl)n1-c1ccccc1)CCC3	-3
CCCN1CCC(=NNC(=O)c2ccc(Br)o2)CC1	2
CCC(=O)Nc1cc(OC)ccc1OC	0

The list continues.
Molecule	ER stress death
C/C(=N\N1CCN(Cc2ccccc2Cl)CC1)c1ccccc1O	8
C=CCN1C(=O)/C(=C/c2ccc(N(C)C)cc2)S/C1=N\c1nnc(CC)s1	1
COc1cc(C2NC(=O)NC(C)=C2C(=O)Nc2ccc(Br)cc2)cc(OC)c1OC (stereo not drawn)	6
COC(=O)c1ccc(/C=C2\N=C(c3ccc(C(C)(C)C)cc3)OC2=O)cc1	-4
O=C(/C=C/c1ccc(F)cc1)Nc1cccc([N+](=O)[O-])c1	-6
Cc1c(N2C(=O)c3ccccc3C2=O)cccc1[N+](=O)[O-]	7
Cc1ccccc1OCCOc1ccc(/C=C2/SC(=S)N(C)C2=O)cc1	7
COc1ccccc1N1CCN(/N=C\c2ccc(OC)c(OC)c2OC)CC1	14
O=C(Nc1ccc(F)cc1)Nc1ccc(OC(F)(F)F)cc1	-10
CCc1ccc(-n2c(C)cc(/C=C3/NC(=O)NC3=O)c2C)cc1	-1
CCN(CC)c1ccc(C(=O)N2CCN(c3cccc(Cl)c3)CC2)cc1	12
CCOC(=O)c1cc(CC)sc1NC(=O)c1cc([N+](=O)[O-])ccc1N1CCN(CC)CC1	-4
COc1cccc(C2C(C(=O)Nc3ccccc3)=C(C)N=C3SCC(=O)N32)c1 (stereo not drawn)	6
Cc1ccc(-n2nc3ccc(NC(=O)c4ccco4)cc3n2)cc1	-4
CC1=C(C(N)=O)C(c2ccc(C)cc2)N=C(SCc2ccc(F)cc2)N1 (stereo not drawn)	4
O=C1c2ccccc2C(=O)N1CCc1nc2ccccc2c(=O)n1-c1ccccn1	5
Cc1ccc(/C=C2\SC(=S)N(CCC(=O)Nc3ccc(S(N)(=O)=O)cc3)C2=O)cc1	6
CCOC(=O)C1=C(O)/C(=C/c2ccc(F)cc2)SC1=Nc1ccc([N+](=O)[O-])cc1	-2
CCc1ccc(S(=O)(=O)Nc2c([N+](=O)[O-])ccc3ccccc23)cc1	4
O=C(CCC1CCCCC1)Nc1ccc([N+](=O)[O-])cn1	9
O=[N+]([O-])c1ccc(N2CCOCC2)nc1	6
Cc1ccc[n+](CC(=O)c2ccc(-c3ccccc3)cc2)c1	-3
COc1cccc(NS(=O)(=O)c2ccc(OC)c(Br)c2)c1	7
CCC(=O)NCCN=Cc1ccc(Cl)cc1Cl	-1
NC(=O)NC1CCCc2c1[nH]c1ccc(Cl)cc21 (stereo not drawn)	-4
N#Cc1c(NC(=O)COc2ccc(Cl)cc2)oc(-c2ccccc2)c1-c1ccccc1	8
CCN(CC)S(=O)(=O)c1cccc(C(=O)Nc2ccc(Cl)cc2)c1	8
CCOC(=O)c1c(NC(=O)c2ccc(OC)c(OC)c2)sc(C(=O)Nc2ccccc2F)c1C	2
O=C(COc1ccccc1)NNC(=O)COc1ccc(Br)cc1	5
O=C1/C(=C\c2cc(Cl)c(O)c(Cl)c2)SC(=S)N1Cc1ccccc1	0
O=[N+]([O-])c1ccc(/C=N/n2cnnc2SCc2ccccc2)cc1	10
O=C(/C=C\c1cccs1)c1cccc([N+](=O)[O-])c1	10
COc1ccc(Cl)cc1C(=O)Nc1cccc(-c2nc3ncccc3o2)c1C	2
Cn1cccc1CN1CCN(C(=O)c2ccccc2F)CC1	-6
COc1ccc(Oc2coc3cc(OC(=O)c4ccco4)ccc3c2=O)cc1	7
O=C(/C=C/c1ccco1)Nc1ccccc1C(=O)O	-6
N#C/C(=C/c1cccc2ccccc12)C(=O)Nc1ccc(O)cc1	5
COc1cc(CNc2ccc(C)c(C)c2)cc(OC)c1OC	-1
Cc1cc(N2C(=O)NC(=O)/C(=C/c3cc4c(cc3[N+](=O)[O-])OCO4)C2=O)ccc1Br	1
O=C(Nc1cccc(F)c1)c1ccc([N+](=O)[O-])cc1	5
CC1(C)CC(=O)C2=C(C1)Nc1ccccc1NC2c1coc2ccccc2c1=O (stereo not drawn)	-3
CCC(C(=O)Nc1nc(-c2ccc(F)cc2)cs1)c1ccccc1 (stereo not drawn)	0
CS(=O)(=O)Nc1ccc(S(=O)(=O)N2CCOCC2)cc1	14
O=C(O)CCNC(=O)/C(=C\c1ccccc1)NC(=O)c1ccccc1	12
CC(C)(C)c1ccc(OCCn2cc(/C=C3/SC(=S)NC3=O)c3ccccc32)cc1	4
CCOC(=O)C1=C(C)NC(=O)NC1c1ccc(Cl)cc1 (stereo not drawn)	2
COc1ccc(Cl)cc1C(=O)NCCCN1CCOCC1	19
CS(=O)(=O)N1CCN(Cc2ccccc2Br)CC1	-1
Nc1ccccc1-c1nc2ccccc2c2nc3ccccc3n12	22
CCn1ccnc1C(O)c1ccccc1 (stereo not drawn)	2

Next part.
Molecule	ER stress death
Cc1ccc(S(=O)(=O)Oc2cccc(/C=C3\SC(=S)NC3=O)c2)cc1	-4
Cc1ccc(N(CC(=O)Nc2ccc(Oc3ccccc3)cc2)S(C)(=O)=O)cc1	2
COc1cc(C2SCC(=O)N2CCN2CCCCC2)cc(OC)c1OC (stereo not drawn)	-6
CC(=O)NS(=O)(=O)c1ccc(NC(=O)c2cc([N+](=O)[O-])ccc2Cl)cc1	7
Cc1c(NC(=O)CN(c2ccc(F)cc2)S(=O)(=O)c2ccccc2)c(=O)n(-c2ccccc2)n1C	-5
CCn1c2ccccc2c2cc(C3C(C(=O)OC)=C(C)NC4=C3C(=O)CCC4)ccc21 (stereo not drawn)	6
Cc1ccc(OCCOCCOc2ccc(Cl)cc2/C=N\n2cnnc2)cc1	9
O=C(CC1(C(F)(F)F)NCCN1)c1ccccc1	1
Cc1cc(C)nc(/N=C(/NC(=O)c2ccccc2)Nc2ccccc2)n1	8
CC1(C)CC(NC(=O)COc2ccc(Br)cc2)CC(C)(C)N1	-3
COc1ccc(C2CC(=O)C3=C(C2)Nc2ccccc2NC3c2ccccc2OCc2ccccc2)cc1OC (stereo not drawn)	19
O=C(O)CCC(=O)N1N=C(c2ccccc2)CC1c1cccs1 (stereo not drawn)	0
COc1ccc(/C(N)=N/OC(=O)c2ccc(C)c([N+](=O)[O-])c2)cc1	4
COc1ccc(/C=C2\C=C(c3ccc(C)cc3)OC2=O)cc1C	22
CCOC(=O)Cc1nnc(NCc2ccccc2)c2ccccc12	16
CCOC(=O)Nc1ccc(C(C)CC)cc1 (stereo not drawn)	-9
COc1cc(/C=C(\C#N)C(N)=O)ccc1O	4
O=C(Nc1ccccc1)O/N=C\c1ccc(F)cc1	-1
COc1cc(/C=N/N2CCN(c3ccccc3OC)CC2)ccc1OC(C)=O	0
O=C(NC(c1ccccc1)c1ccccc1)C(Sc1ccccc1)c1ccccc1 (stereo not drawn)	6
COc1ccc(OCCNC(=O)Nc2cc(F)c(F)cc2Cl)cc1	14
Cc1c(NC(=O)Nc2ccc3ccccc3c2)c(=O)n(-c2ccccc2)n1C	6
O=C(CSc1nnc(-c2cccs2)n1-c1ccccc1)c1cccc([N+](=O)[O-])c1	-3
COc1ccc(/C=C2\SC(=O)NC2=S)cc1	12
Cc1cccc(NC(=O)c2cnccn2)c1	-1
O=C(Nc1ccc(I)cc1Cl)c1cccc([N+](=O)[O-])c1	-1
CCN(CC)CC(=O)Nc1c(-c2ccccc2)c2cc(Br)ccc2[nH]c1=O	-2
NNC(=O)c1cc(-c2ccc(N)cc2)nc2ccc(Br)cc12	-7
O=C(Nc1cccc(S(=O)(=O)c2cccc(NC(=O)c3cccs3)c2)c1)c1cccs1	113*

Rewritten as labelled records: part of the list above
> CCN(CC)CC(=O)Nc1c(-c2ccccc2)c2cc(Br)ccc2[nH]c1=O
  ER stress death: -2
> NNC(=O)c1cc(-c2ccc(N)cc2)nc2ccc(Br)cc12
  ER stress death: -7
> O=C(Nc1cccc(S(=O)(=O)c2cccc(NC(=O)c3cccs3)c2)c1)c1cccs1
  ER stress death: 113*
